WRN inhibitor = blocks human WRN helicase; Potency, µM (titrated, usually from 114 µM), for the others: at the highest dose activity change, negative = inhibition, most hits filed as inhibitors; hit rate 0.46% among 360,000; WRN helicase unwinding, fluorescent forked duplex, kinetic; also: potency is read from the fitted curve at half-maximal effect; % is scaled to controls: 0 for no effect and ±100 for the full control effect; nearly all actives have a fitted effect of over 55% in size
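Screening of the MLSMR collection measured strand separation of a quenched forked DNA duplex (100 nM) by 20 nM WRN with 2 mM ATP, all final. Compounds were preincubated with enzyme 15 min at room temperature.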
PI5P4Ka inh = PI5P4K alpha (human) kinase inhibition; PI5P4Kalpha enzyme, ADP-Glo luminescence, 60 min; hits give low values; hit rate 1.2% among 330,000; max response, %; active = max response of -50% or lower; inconclusive = between -30% and -50%; inactive = -30% or higher; also: value at the top dose of about 77 µM; % is scaled to controls: 0 for no effect and ±100 for the full control effect
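Single end-point luminescence (ADP-Glo) quantified ADP from PI5P4Kalpha turnover; ATP 5 microM final, 1 h at RT, 0.1% CHAPS and 0.28 mM EGTA in HEPES pH 7.4.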
PLK1 PBD inh = inhibitors of human PLK1 polo-box domain binding; P53350; Plk1 PBD binding of FITC phosphopeptide, fluorescence polarization; Potency, µM, inactives show max response, negative = inhibition, hits mostly inhibitors; hit rate 2.8% among 360,000; AID 720504; also: potency is read from the fitted curve at half-maximal effect; series mostly up to about 57 µM; % is scaled to controls: 0 for no effect and ±100 for the full control effect; nearly all actives have a fitted effect of over 65% in size
CCT chaperon mod = cytosolic chaperonin activity modulation; AID 651819; hit rate 0.3% among 360,000; activity change, % (concentration not given with the values), hits read low; purified chaperonin ATPase assay, HTRF ADP detection, 30 min; in the data active = activity change below about -30%; also: % is scaled to controls: 0 for no effect and ±100 for the full control effect
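TRiC (40 or 20 nM final, by batch activity) in 30 mM Tris pH 7.4, 100 mM KCl, 5 mM MgCl2, 1 mM DTT was treated with compound at 76 uM single dose, then 10 uM ATP, 30 min at 37 °C. ADP was read by HTRF Transcreener.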
EPAC1 ag = activates human EPAC1 exchange factor; EPAC1 agonist qHTS, biochemical assay; response scale: 100% = response to 6.5 mM cAMP; Potency, µM (titrated, usually from 154 µM), inactives show at the top dose activation, hits mostly activators; hit rate 0.073% among 360,000; AID 720707; also: potency is read from the fitted curve at half-maximal effect; nearly all actives have a fitted effect of over 60% in size
Target sequence (O95398 whole entry, looked up): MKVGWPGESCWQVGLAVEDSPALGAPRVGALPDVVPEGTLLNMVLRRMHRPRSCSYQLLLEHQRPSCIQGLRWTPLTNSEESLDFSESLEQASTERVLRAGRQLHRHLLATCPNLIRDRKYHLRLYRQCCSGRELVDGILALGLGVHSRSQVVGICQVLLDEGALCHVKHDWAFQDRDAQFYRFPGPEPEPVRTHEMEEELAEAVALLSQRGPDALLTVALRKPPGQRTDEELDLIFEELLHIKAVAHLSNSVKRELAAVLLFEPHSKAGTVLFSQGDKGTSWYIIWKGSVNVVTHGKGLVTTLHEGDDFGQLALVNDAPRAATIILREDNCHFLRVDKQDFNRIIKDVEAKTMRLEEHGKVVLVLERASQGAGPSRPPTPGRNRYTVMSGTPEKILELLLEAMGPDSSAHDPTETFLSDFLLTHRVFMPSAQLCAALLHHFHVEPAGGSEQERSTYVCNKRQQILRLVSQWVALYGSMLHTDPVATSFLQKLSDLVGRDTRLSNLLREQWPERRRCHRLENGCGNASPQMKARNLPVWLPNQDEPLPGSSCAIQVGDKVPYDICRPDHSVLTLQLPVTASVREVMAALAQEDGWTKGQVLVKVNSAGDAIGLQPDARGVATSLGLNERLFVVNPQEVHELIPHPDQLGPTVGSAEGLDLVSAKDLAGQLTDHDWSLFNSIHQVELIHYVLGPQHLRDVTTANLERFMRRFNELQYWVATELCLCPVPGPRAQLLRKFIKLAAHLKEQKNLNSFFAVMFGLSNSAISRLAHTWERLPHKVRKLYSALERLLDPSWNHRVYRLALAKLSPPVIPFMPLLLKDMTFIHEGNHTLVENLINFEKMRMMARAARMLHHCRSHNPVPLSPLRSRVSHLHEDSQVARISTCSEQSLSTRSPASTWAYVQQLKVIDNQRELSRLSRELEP
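Multi-concentration qHTS readout: loss of Rap1B-bound BODIPY-GDP fluorescence driven by 100 nM EPAC1 with excess GDP (50 uM), monitored kinetically at room temperature; agonist response expressed relative to 6.5 mM cAMP.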
EPAC1 antagonist = blocks human EPAC1 exchange factor; O95398; EPAC1 GEF assay, Rap1b-BODIPY-GDP exchange fluorescence; Potency, µM (series often up to 115 µM), for the others: at the top dose activity change, negative = inhibition, usual class: inhibitors; hit rate 0.14% among 360,000;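 also: potency is read from the fitted curve at half-maximal effect; plate controls were vehicle for no effect and positive control for full effect; nearly all actives have a fitted effect of over 50% in size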
MmCpn inh = M. maripaludis TRiC chaperonin inhibition | AID 504842 | hit rate 0.031% among 330,000 | Potency, µM (top dose mostly 76.9 µM), without a hit: at the top dose activity, negative = inhibition, most hits filed as inhibitors | purified Mm-Cpn ATPase, ADP Transcreener TR-FRET; also: potency is read from the fitted curve at half-maximal effect; % is scaled to controls: 0 for no effect and ±100 for the full control effect; nearly all actives have a fitted effect of over 80% in size
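Measured: ADP formation by purified Mm-CPN. Conditions: 25 nM protein, 10 uM ATP, Tris pH 7.4 with Mg2+, K+ and DTT, 37°C for 30 min. Detection: Transcreener HTRF after 30 min at room temperature.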
EPAC2 antagonist = antagonists of human EPAC2. AID 720708. hit rate 0.18% among 360,000. Potency, µM (highest dose often 114 µM), for inactives: at the top dose activity, negative = inhibition, hits mostly inhibitors. Q8WZA2. EPAC2 GEF exchange of Rap1B-BODIPY-GDP, fluorescence; also: potency is read from the fitted curve at half-maximal effect; % is scaled to controls: 0 for no effect and ±100 for the full control effect; nearly all actives have a fitted effect of over 45% in size; many of its hits are not listed in these tables
* marks the source's active call; other numbers are inactive results; ? = inconclusive; nt = not tested or not shown; [ ] = remark or other dose. Unless noted, calls follow the shape of the dose curve; as a rule, active = well fitted curve in the direction sought with a large enough effect; inconclusive = small, poorly fitted or top-dose-only effect, or another doubt; inactive = no such curve, though single readings can be large; an effect the other way counts as inactive or inconclusive. Some of the compounds tested; rates above refer to the full screens.

WRN inhibitor | PI5P4Ka inh | PLK1 PBD inh | CCT chaperon mod | EPAC1 ag | EPAC1 antagonist | MmCpn inh | EPAC2 antagonist | Molecule
6% | -1 | -1% | -1.5 | -4% | 15% | -1% | 0%[57.1 µM] | CCC(C)NC(=O)COc1ccc(Br)c(C)c1 (stereo not given)
-8% | -4 | 4% | 2.0 | 10% | -5% | 0% | -3% | COc1ccc(C(=O)O/N=C(\N)c2ccccc2)cc1OC
10% | 2 | 3% | -1.1 | -7% | 12% | 2% | 0% | N#CC1(C#N)C(C(=O)C23CC4CC(CC(C4)C2)C3)C12CCOCC2 (stereo not given)
1% | -2 | 0% | -6.6 | 4% | -8% | 1% | -1% | Cc1cccc(N(CC(=O)NC2CC2)S(=O)(=O)c2ccc(Cl)cc2)c1
3% | -6 | -12% | -5.1 | -1% | 14% | 0% | 4% | COC(=O)c1ccc(NC(=O)c2ccc(C)cc2)o1
-14% | 3 | 2% | 0.9 | -9% | -37% | 1% | -4% | CC(=O)c1cccc(NC(=O)c2ccc(N(C)S(=O)(=O)c3ccc(C)cc3)cc2)c1
35µM* | -90* | 2.1µM* | -1.0 | 5% | ? | -3% | ? | O=S(=O)(Nc1cc(Sc2ncn[nH]2)c(O)c2ccccc12)c1ccccc1
-2% | 4 | -1% | -0.3 | 7% | 5% | 3% | 4% | CCOc1cc(S(=O)(=O)Nc2ccccn2)ccc1F
-5% | 0 | 5% | 0.5 | -4% | -1% | 2% | -5% | CCOc1ccccc1C(=O)NCC(=O)N1CCN(Cc2ccc3c(c2)OCO3)CC1
-2% | -3 | 1% | 2.2 | 6% | -10% | -1% | -4% | Cc1cccc(N2CCN(C(=O)CN3C(=O)NC4(CCCCCC4)C3=O)CC2)c1C
0% | 2 | 1% | -2.6 | -3% | 4% | 2% | 2% | CC(=O)N1CCN(C(=O)c2ccc3c(c2)S(=O)(=O)c2ccccc2C3=O)CC1
2% | -20 | -8% | -0.9 | -2% | -4% | nt | -8% | COc1ccc(CCCNC(=O)C2Cc3c(-c4ccc(NC(C)=O)cc4)ccnc3O2)cc1 (stereo not given)
4% | 2 | -16% | 0.2 | -9% | 27% | nt | -13% | C[C@@H]1CN([C@H](C)CO)C(=O)CCCn2nncc2CO[C@H]1CN(C)S(=O)(=O)c1cccc(F)c1
-7% | 2 | -1% | -0.3 | 1% | -25% | -4% | 4% | CCN(CC(=O)Nc1ccc(NC(C)=O)cc1)C(=O)/C=C/c1c(C)nn(-c2ccc(F)cc2)c1Cl
-6% | 5 | -8% | -0.5 | 5% | -14% | -3% | -10% | CC(C)OC(=O)CC12CN(C)CC(CC(=O)OC(C)C)(CN(C)C1)C2=O
1% | -6 | -3% | -2.9 | -2% | -17% | 1% | 2% | O=C(Nc1ccnn1C1CCN(Cc2ccc3nonc3c2)CC1)c1cccc(F)c1
13% | -1 | -22% | -0.3 | -12% | ? | 1% | -5% | O=C1CCCN1CC1CCN(Cc2nc(CC3CC3)no2)CC1
-1% | nt | -4% | 0.3 | 8% | -18% | 0% | 2% | COc1ccc(S(=O)(=O)N2CCC(=O)N2)cc1
-12% | 5 | -11% | 0.5 | -33%[inhibitor] | -8% | 0% | 15% | C=CC[C@@H](CC(=O)N[C@@H](CO)Cc1ccccc1)C(=O)N[C@H](COC(=O)[C@@H](CC=C)CC(=O)OC(C)(C)C)Cc1c[nH]c2ccccc12
-1% | 2 | -8% | 3.6 | -3% | 13% | -1% | 20% | CC(C)N(c1ccccc1)c1ncnc(NCCC(=O)O)c1[N+](=O)[O-]
-3% | 0 | 9% | -0.1 | -3% | -28% | 1% | -1% | Cc1nc2cc(N)ccc2n1C1CCCCC1
-10% | 0 | 7% | -4.1 | -1% | -4% | 1% | 0% | C=CCc1cccc(/C=N/NC(=O)COc2ccc(-n3cnnn3)cc2)c1O
-1% | 4 | -6% | -5.2 | 9% | 1% | 1% | -1% | O=c1[nH]c(/C(Cl)=C/c2c(F)cccc2Cl)nc2cc(Cl)ccc12
-4% | nt | -2% | -4.7 | 8% | 0% | 2% | -5% | COc1cc(OC)cc(OCC(O)Cn2cnc(-c3ccccc3)c2)c1 (stereo not given)
-12% | 5 | -6% | -0.8 | 13% | -4% | nt | -4% | Cc1c(NS(=O)(=O)c2cc(C(=O)NCc3cccc(Cl)c3)ccc2Cl)c(=O)n(-c2ccccc2)n1C

New compounds follow:
WRN inhibitor | PI5P4Ka inh | PLK1 PBD inh | CCT chaperon mod | EPAC1 ag | EPAC1 antagonist | MmCpn inh | EPAC2 antagonist | Molecule
-31% | -58* | -19% | -3.0 | 6% | 13% | -5% | 0%[57.1 µM] | CCCn1c(C)cc(-c2csc(N)n2)c1C
-6% | nt | -12% | -1.3 | 18% | -16% | ? | -3% | O=C1NC(c2ccc3c(c2)OCO3)Oc2ccccc21 (stereo not given)
12% | 1 | -4% | nt | 0% | -7% | nt | 4% | O=C(N[C@H]1CC[C@H](CCNC(=O)C2CC2)O[C@@H]1CO)c1ccccn1
5% | -14 | -3% | 1.3 | -15% | 13% | nt | 13% | Cc1ccc([C@H]2N[C@]3(CCCN(Cc4ccc(F)cc4)C3=O)[C@H]3C(=O)N(C)C(=O)[C@@H]23)cc1
-12% | 6 | ? | 2.2 | -2% | 12% | -1% | 14% | COC(=O)Cc1ccc(NC(=S)NCc2ccccc2Cl)cc1
3% | nt | 1% | -2.0 | 2% | 8% | -1% | 9% | O=c1c(=O)n(O)c2ccccc2n1O
2% | -3 | -11% | -0.7 | 6% | 2% | -1% | 2% | O=c1c2cc(-c3ccccc3)sc2nc2n1N=C(c1ccccc1)CS2
-29% | -3 | -17% | 0.5 | -9% | -11% | ? | -13% | O=C(COC(=O)CSc1cccc2cccc(Cl)c12)Nc1ncc(C(F)(F)F)cc1Cl
-2% | 3 | -8% | 0.6 | 2% | -1% | -1% | 1% | Cc1cccn2c(=O)c(/C=C(\C#N)C(=O)NCc3ccco3)c(N3CCC(C(N)=O)CC3)nc12
9% | -2 | -3% | 2.4 | -6% | 11% | -5% | -6% | CCN1CCN(S(=O)(=O)c2ccc3c4c(cccc24)C(=O)N3CC)CC1
0% | -8 | -9% | -1.4 | -14% | -1% | nt | 7% | O=C(c1cc2c(c(-c3cccc(-c4ccncc4)c3)n1)[C@H](CCO)N(C(=O)c1ccc3c(c1)OCO3)C2)N1CCOCC1
14% | 1 | -2% | -3.1 | -7% | 2% | 0% | 17% | Cc1cc(=O)oc2cc(OCC(=O)NC3CC(C)(C)NC(C)(C)C3)ccc12
4%[57.1 µM] | -1 | -28% | -6.9 | 10% | 12% | -1% | -12% | Cc1ccc(N(C(=O)c2csnn2)C(C(=O)NC2CCCC2)c2cccnc2)c(C)c1 (stereo not given)
-13% | 2 | 2% | -1.0 | 0% | -3% | -23% | -11% | COc1ccccc1OC(=O)CCN1c2ccccc2Sc2ccccc21
5% | -7 | 2% | 0.8 | 6% | 12% | 0% | 5% | COc1ccc(NS(=O)(=O)c2cccc(C(=O)OCC(=O)N3CCN(c4ccc(OC)cc4)CC3)c2)cc1
-28% | ? | 24µM* | -5.1 | 3% | -27% | 1% | -6% | CCOc1cc(/C=C2\C(=N)N3N=CSC3=NC2=O)ccc1OS(=O)(=O)c1ccccc1
5% | -8 | -3% | -2.7 | -7% | 14% | nt | 7% | CC1CCCCC1NC(=O)CCn1c(=S)[nH]c2ccccc2c1=O (stereo not given)
1% | -3 | ? | -4.4 | 6% | -13% | -5% | 3% | S=C(NCCc1ccccc1)Nc1cccc2cnccc12
-2% | 16 | -3% | -0.9 | 0% | -7% | 1% | 4% | O=C(NC(=S)Nc1ccc(Cl)cn1)c1cccs1
0% | -12 | -10% | -0.7 | -7% | -7% | nt | 9% | C#CCOCCOCCOCCNc1nc(N2CCN(C(=O)[C@H](CCC(=O)O)n3cc(C(N)CC(C)C)nn3)CC2)nc(N2CCN(C(=O)[C@H](Cc3cc4ccccc4[nH]3)n3cc(C(N)[C@H](C)CC)nn3)CC2)n1 (stereo not given in full)
-7% | 1 | -5% | -2.0 | 3% | -18% | nt | 2% | Clc1ccc(-c2nc3c4ccccc4ccn3c2Cc2cccc(Cl)c2)cc1
-5% | -1 | -21% | -0.3 | 2% | ? | -2% | 26% | O=C(CCC(=O)N1CCCC1)Nc1ccc(Cl)c(Cl)c1
4% | -10 | -10% | 0.9 | -1% | 7% | -5% | 2% | COc1ccc(-c2csc(NC(=S)NC(=O)/C=C/c3ccccc3)n2)cc1Br
-20% | -7 | -7% | -4.5 | -3% | 3% | -6% | -3% | Cc1sc2nc(SCC(=O)Nc3ccc(S(=O)(=O)NCCCC(=O)O)cc3)[nH]c(=O)c2c1C
-10% | -2 | -6% | -3.2 | 10% | 7% | 0% | -4% | N=c1c2c(-c3ccccc3)c(-c3ccccc3)oc2ncn1Cc1ccco1

The results go on:
WRN inhibitor | PI5P4Ka inh | PLK1 PBD inh | CCT chaperon mod | EPAC1 ag | EPAC1 antagonist | MmCpn inh | EPAC2 antagonist | Molecule
4% | -4 | -11% | -2.9 | -6% | 13% | -1% | 12% | COc1ccccc1-c1nn2c(=O)cc(C)nc2s1
0% | 2 | -10% | 0.1 | 3% | -16% | 1% | -18% | Cc1ccccc1NC(=O)Cc1nc(COC(=O)COc2ccccc2C(C)C)cs1
2% | nt | 0% | -0.3 | 13% | 0% | 0% | -5% | COc1ccc(-c2cc(C(F)F)n3ncc(C(=O)N4CCCCC4)c3n2)cc1
-3% | -21 | -5% | -1.0 | 3% | 11% | 1% | -5% | O=[N+]([O-])c1ccc2[nH]c(O)c(N=Nc3ccc(F)cc3)c2c1
-2% | -2 | -1% | -0.2 | 9% | -1% | 1% | -3% | CC1(C)CC(O)C(C(O)c2cccc([N+](=O)[O-])c2)C(C)(C)N1 (stereo not given)
-21% | -5 | -3% | -3.2 | 7% | -12% | 0% | -2% | CCc1cccc(C)c1NC(=S)N(Cc1cccnc1)Cc1ccco1
-7% | -6 | -5% | -1.3 | 0% | 0% | -1% | 17% | CCOc1ccc2c(c1)nc(NCCCO)n2Cc1ccccc1
-4% | 0 | -4% | 0.2 | 14% | -18% | -1% | -13% | Cc1ccc(CN2CCN(Cc3c(C)nn(C(C)C)c3C)CC2CCO)o1 (stereo not given)

Some values from above.
O=[N+]([O-])c1ccc2[nH]c(O)c(N=Nc3ccc(F)cc3)c2c1 in PI5P4Ka inh is entered as -21
COc1ccccc1-c1nn2c(=O)cc(C)nc2s1 in CCT chaperon mod is entered as -2.9
